Source: PubChem BioAssay (Fisher Drug Discovery Resource Center)
mcGAS lum: cyclic GMP-AMP synthase inhibitors, mouse, primary biochemical chemiluminescence; Q8C6L5; inhibition, % at 12.5 µM; hit rate 0.15% among 160,000; recombinant cGAS, Kinase-Glo ATP depletion luminescence;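 note: 0% = negative control wells and 100% = reference inhibitor with no enzyme activity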
hcGAS lum: Primary biochemical luminescence assay for human cyclic GMP-AMP synthase inhibitors; hit rate 0.081% among 290,000; Q8N884; recombinant h-cGAS, ATP depletion, Kinase-Glo luminescence; inhibition, % at 12.5 µM; AID 1259398, 2018;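 note: 0% = vehicle reaction and 100% = reaction without DNA for no activity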
Target sequence (Q8N884 whole entry, looked up): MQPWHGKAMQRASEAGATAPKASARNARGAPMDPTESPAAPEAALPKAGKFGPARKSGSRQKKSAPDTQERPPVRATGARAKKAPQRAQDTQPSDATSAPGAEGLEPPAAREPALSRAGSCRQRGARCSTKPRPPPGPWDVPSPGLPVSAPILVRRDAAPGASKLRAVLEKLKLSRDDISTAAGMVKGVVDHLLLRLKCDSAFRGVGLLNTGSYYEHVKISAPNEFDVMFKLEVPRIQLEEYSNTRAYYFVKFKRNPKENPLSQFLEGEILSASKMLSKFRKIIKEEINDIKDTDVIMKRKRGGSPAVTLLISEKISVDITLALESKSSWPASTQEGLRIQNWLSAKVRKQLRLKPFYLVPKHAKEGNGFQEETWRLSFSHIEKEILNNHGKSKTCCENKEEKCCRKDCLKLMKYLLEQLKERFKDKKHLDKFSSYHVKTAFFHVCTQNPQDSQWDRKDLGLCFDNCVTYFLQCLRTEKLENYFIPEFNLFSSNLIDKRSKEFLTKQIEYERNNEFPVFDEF
NPYLR7 ag: agonists of mosquito NPYLR7 receptor, primary screen, cell-based, Aedes aegypti, calcium fluorescence, mosquito biting behavior; Aedes aegypti neuropeptide Y-like receptor 7 (NPYLR7); hit rate 0.15% among 270,000; activation, % at 10 µM; HEK293T NPYLR7/Galpha15, GCaMP6s calcium fluorescence; in the data active = activation above about 40%;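 note: 0% = vehicle and 100% = reference agonist at the receptor; some compounds past the cut are filed as inactive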
* marks the source's active call; other numbers are inactive results; x = not tested or not shown; & = joins results of further samples. Cut-off read from the data, not from the text of the source, unless noted: active = inhibition above about 40%; inactive = the rest.

SMILES	mcGAS lum	hcGAS lum	NPYLR7 ag
CCOc1ccccc1N1CC(C(=O)Nc2ccc(Br)cc2F)CC1=O (stereo not given)	x	-4.8	0.1
COc1ccc2[nH]c3c(c2c1)CCN(C(=O)c1cccc(OC(C)=O)c1C)C3c1ccc(-c2ccccc2C(F)(F)F)o1 (stereo not given)	0.8	5.5	-2.2
CC(C)C1CN(CC(=O)Nc2nccs2)CCC(=O)N1CC1CC1 (stereo not given)	-12.5	-5.4	-1.4
O=C(NCC1CCCO1)c1ccccc1NS(=O)(=O)c1cc(F)ccc1F (stereo not given)	x	-3.9	-3.2
CCOC(=O)C1CCN(C(=O)c2cccc(CSc3nc(C)cc(N4CCN(c5ccc(OC)cc5)CC4)n3)c2)CC1	-3.1	-13.8	11.4
CC(=O)Nc1cc(-c2ccccc2)nn1-c1ccc(C(=O)Nc2ccc(C(C)(C)C)cc2)cc1	x	-6.3	-8.6
Cc1cc(C(=O)CSc2nnc(C)n2C2CCCCC2)c(C)n1C	-6.5	-7.7	-1.8
O=C(CSc1nccn(-c2ccc(F)c(Cl)c2)c1=O)NCCc1ccccc1	-6.8	-8.7	-2.7
O=C(CSc1nc2sc3c(c2c(=O)[nH]1)CCCC3)N1CCCCC1	-5.0	-5.4	1.7
Cc1nc2cc(OCc3cc(C(=O)N4CCn5c(C)ccc5C4C)no3)ccc2s1 (stereo not given)	-6.7	-4.3	6.3
CCn1c(=O)c2ccccc2n(CC(=O)NC(c2ccc(F)cc2)C2CCCC2)c1=O (stereo not given)	x	10.7	3.2
CC[C@@]1(C(=O)O)C[C@H](C(=O)N2CC=CCC2)[C@H](c2ccc(OC)cc2)N1C	x	-0.6	3.5
CCOc1ccc(-c2nnc3ccc(SCC(=O)Nc4ccc(C)cc4)nn23)cc1	-7.3	-7.2	15.7
CCOC(=O)[C@@H]1CCCC[C@@H]1NC(=O)c1ccc(-n2nc(C)c(CC)c2C)cc1	-3.7	-0.5	-8.7
Cc1ccc(/C=N\n2c(=O)c(C(C)(C)C)nn3cnnc23)cc1	x	-0.9	-2.3
Cc1nnc(SCc2ccccc2Cl)[nH]c1=O	x	-6.8	24.2
Cc1cc(C(=O)N2CCOC(c3ccccc3)C2)cc(Cl)n1 (stereo not given)	x	2.1	-13.5
CCC(NCc1cn[nH]c1-c1ccc(C)c(C)c1)c1ccc(F)cc1 (stereo not given)	x	5.7	5.6
Cc1ccc(S(=O)(=O)N2CCC(C(=O)N(Cc3ccc(F)cc3)C3CC3)CC2)c(C)c1	x	-7.7	6.6
CCN(CC)S(=O)(=O)N1CSCC1C(=O)N1CCCC1 (stereo not given)	x	4.3	1.4
CCc1nnc(CN(C(=O)c2ccccc2N2CCCC2)C(C)C)o1	-16.5	-3.7	8.9
COc1ccc(C(=O)N2CC(=O)N(CC(O)C(F)(F)F)CC(C)(C)C2)cc1 (stereo not given)	-0.8	4.3	1.3
Cc1ccc(-c2nc(C(N)=O)c3[nH]c(=O)n(-c4ccc5c(c4)OCO5)c3n2)o1	-4.6	-3.0	-6.5
CCCc1ncc(C[n+]2ccccc2C)c(N)n1	-1.6	-3.5&2.7&-5.1&2.3	-10.6&-4.7&-6.3&-4.8
CCOC(=O)[C@@H]1[C@@H](O)C(=O)NC12CCN(C(=O)c1csc(-c3cccs3)n1)CC2	-6.5	-1.4	23.2
CCC(NCC(=O)Nc1ccc(Cl)c(OC)c1)c1ccnn1C (stereo not given)	x	-5.1	-1.7
N#CC1C(=N)SC2c3ccccc3CCC12 (stereo not given)	x	3.0	7.5
CCOC(=O)c1sc2ccccc2c1S(=O)(=O)N1CC=C(c2ccccc2)CC1	-5.7	-3.1	7.5
CC(C)CCCC1CN(C(=O)c2ccccc2-c2ncc[nH]2)CCO1 (stereo not given)	-13.6	-9.4	6.0
CC(NC(=O)c1ccc(Cn2ccnc2)o1)c1nc2c(s1)CCCC2 (stereo not given)	x	-7.4	12.0
O=c1oc2ccccc2cc1S(=O)(=O)c1ccc(F)cc1	0.3	-0.4	7.4
COc1ccc2nc(N(CCn3cccn3)C(=O)c3ccc4c(c3)OCCO4)sc2c1	-9.4	-3.6	-21.7
Cc1ccccc1CSc1nnc(CNC(=O)C(Cl)Cl)n1-c1cc(Cl)ccc1Cl	-3.3	-0.4	10.5
COc1cc(C(=O)NCCSCc2ccco2)ccc1OC(C)C	x	-0.5	8.9
CC1CCN(C(=O)COc2ccccc2-c2nccn2-c2cccnc2)CC1	x	-8.8	16.0
CCNC(=O)c1cc(Oc2ccc(C)cc2Br)ccn1	-16.3	1.7&-10.4	-1.9&-2.6
Cc1nnc(NC(=O)NCC(c2ccccc2)c2ccccc2)s1	x	-10.0	18.4
COc1cc2ccccc2cc1C(=O)Oc1cccc2ccc(C)nc12	-5.2	-7.3	-5.0
O=P1(NN=Cc2ccc(OC(F)F)cc2)C=C(c2ccccc2)OC(c2ccccc2)=C1	x	-6.6	0.4
CC1CCN(C(CNc2ccc3nnnn3n2)c2cccs2)CC1 (stereo not given)	x	0.1	10.5
Cc1ccc(-c2nnc(-n3ncc(C#N)c3N)c3ccccc23)cc1	x	8.3	-4.6
FC(F)(F)CCCN(Cc1ccsc1)CC1CCCO1 (stereo not given)	x	-2.2	13.0
C=C(C)COc1ccccc1C(=O)NCc1c(C)noc1C	1.0	-3.0	-4.5
CC(=O)Nc1ccc(NC(=O)CSc2nc3c(c(=O)n2Cc2ccccc2)SCC3)cc1	-7.4	-6.7	7.3
CC1(OCC#CCN2CCOCC2)COC(C)(OCC#CCN2CCOCC2)CO1 (stereo not given)	x	-3.7	4.4
CC(C)NC(=O)c1ccc(Cl)c(NS(=O)(=O)c2c(F)cccc2F)c1	x	-2.6	9.4
COc1cccc(CN2Cc3cc(NC(=O)OCc4ccccc4)ccc3OC(C)C2=O)c1OC (stereo not given)	x	-7.3	5.7
COc1ccc(C(=O)N2CCN(c3cccc(Br)c3)C(=O)C2C)cc1 (stereo not given)	x	-6.7	0.3
O=C(NC1CCCCCCC1)c1ccc2ncsc2c1	-8.2	-12.2	6.5
OCCC1CN(Cc2cccc3c2OCO3)CCN1Cc1ccc(F)c(F)c1 (stereo not given)	x	-2.1	10.6

Additional entries follow:
SMILES	mcGAS lum	hcGAS lum	NPYLR7 ag
O=C(O)c1ccccc1CN1CCCCC1CCn1cccn1 (stereo not given)	x	-4.8	3.9
Cc1cccc(NC(=O)CCC2CCN(C(=O)C3=NN(C)C(=O)CC3)CC2)c1	-3.5	-4.5&-1.5	11.6&-5.5
COc1cccc(CO[C@]2(C(=O)NCC3CC3)CC(OCc3cccc(Cl)c3)[C@@H]3OC(C)(C)O[C@@H]3C2)c1 (stereo not given in full)	-2.7	-1.0	-6.9
CN(CC1COCCO1)C(=O)c1coc(COc2ccc3ncccc3c2)n1 (stereo not given)	-18.2	-4.3	-4.0
O=C(NC1CC1)C(C1CCCC1)N1CCN(C(=O)c2ccc(F)cc2)CC1 (stereo not given)	-4.8	-4.5	-9.8
CCCCc1ccc(C#N)c(SCC(=O)c2ccc(Br)cc2)n1	-3.7	-6.1	-7.1
Cc1nn(C)c2ncc(C(=O)N3CCN(Cc4cc(=O)c(OCc5cccc(F)c5)co4)CC3)c(Cl)c12	-3.8	-5.0	26.2
COCCCn1c(CN2CCc3ccccc3C2)cnc1S(=O)(=O)C1CCCC1	x	-7.1	5.9
CCCS(=O)(=O)Nc1ccc(N(C)C)c(CN(C(=O)c2cccs2)C(C)CC)c1 (stereo not given)	-5.8	-6.5	13.1
CCN(C)C(=O)c1cc(-c2cnn(C(C)(C)C)c2)nc2c(C)cccc12	-10.3	-2.4	-1.0
COc1ccc(/C=C2\SC(=O)N(CC(=O)NNC(=O)c3ccccc3O)C2=O)cc1	-3.5	-1.6	3.3
Cc1ccc(C(c2ccccc2)N2CCN(S(=O)(=O)c3ccc(C)c(F)c3)CC2)cc1 (stereo not given)	-6.1	-9.0	32.5
CCNC(=O)[C@@H]1C[C@H](N)CN1C(=O)c1scc2c1CCCC2	-12.8	-5.4	9.6
COc1ccc2nc3c(nc2c1)-c1cccc2cccc-3c12	x	-2.5	1.5
O=C(O)c1coc(CN(Cc2cccc(Oc3ccccc3)c2)Cc2ccc3c(c2)OCO3)n1	-5.7	-5.9	6.6
N#Cc1cccc(C(=O)N2CCOC(Cc3ccccc3)C2)c1 (stereo not given)	x	-2.6	24.8
CC1Sc2ccc(S(C)(=O)=O)cc2N(Cc2ccccc2)C1=O (stereo not given)	x	-5.7	5.4
CCOC(=O)c1cc(-c2cccc(NC(=O)c3c(C)noc3C)c2)n(-c2ccccc2OC)n1	-6.7	-3.8	31.8
CC(C)c1nccc(-c2nccn2CC2(O)CCN(C)CC2)n1	-17.9	-3.7	26.1
CCC(NC(=O)N1CCCC1c1cccn1C)c1ccc2c(c1)OCCO2 (stereo not given)	x	-10.6	7.5
Cc1ccc2c(C(=O)NCCn3cccn3)cc(C)nc2c1	x	-2.0	6.5
COc1ccc(-c2ccc(C(C)O)cc2)c2cccnc12 (stereo not given)	x	-2.4	1.0
C=CC(C)(O)CN(Cc1c(-c2ccccc2)nn(C)c1Oc1ccc(Cl)cc1)CC1CCCO1 (stereo not given)	-5.0	-3.7	8.8
CC1(O)CCC(C(C)(C)O)CC1 (stereo not given)	x	-2.7	-8.2
Cc1cc(C(=O)N2CCCC2C(=O)O)c(C)o1 (stereo not given)	x	-7.5	1.6
CC(Nc1cc(C(C)C)nc2ncnn12)C(=O)N1CCOCC1 (stereo not given)	x	-3.2	20.2
O=C(C1=CCCC1)N1CCCC(Nc2cccc(F)c2)C1 (stereo not given)	-10.1	-8.2	15.0
Cc1nc(CN(C)C(=O)CC2C(=O)NCCN2Cc2ccc(-c3ccccc3)cc2)cs1 (stereo not given)	-5.0	-4.7	5.8
Cc1c(C(=O)N2CCN(c3ncccc3C(=O)NCc3ccc4c(c3)OCO4)CC2)oc2ccccc12	-6.1	-8.3	21.0
CCN(CC)c1c(C)nc2ccc(C(=O)Nc3cccc(OCC(=O)N(C)C)c3)cn12	-4.2	-2.2	-6.1
COc1ccc(Br)cc1S(=O)(=O)NNC(=O)c1cccn1C	-4.4	-10.7	-7.8
COC(=O)C(NS(=O)(=O)c1ccc(OC(F)(F)F)cc1)C(C)C (stereo not given)	x	-8.3	0.7
CCn1c(C2CCCN(S(=O)(=O)c3ccc(C)c(C)c3)C2)n[nH]c1=O (stereo not given)	x	-5.2	24.6

2 entries from above, set out differently.
SMILES | mcGAS lum | hcGAS lum | NPYLR7 ag
C=CC(C)(O)CN(Cc1c(-c2ccccc2)nn(C)c1Oc1ccc(Cl)cc1)CC1CCCO1 (stereo not given) | -5.0 | -3.7 | 8.8
CC1(O)CCC(C(C)(C)O)CC1 (stereo not given) | x | -2.7 | -8.2

By substructure, the entries above containing an aryl methoxy group.
SMILES	mcGAS lum	hcGAS lum	NPYLR7 ag
COc1ccc2[nH]c3c(c2c1)CCN(C(=O)c1cccc(OC(C)=O)c1C)C3c1ccc(-c2ccccc2C(F)(F)F)o1 (stereo not given)	0.8	5.5	-2.2
CCOC(=O)C1CCN(C(=O)c2cccc(CSc3nc(C)cc(N4CCN(c5ccc(OC)cc5)CC4)n3)c2)CC1	-3.1	-13.8	11.4
CC[C@@]1(C(=O)O)C[C@H](C(=O)N2CC=CCC2)[C@H](c2ccc(OC)cc2)N1C	x	-0.6	3.5
COc1ccc(C(=O)N2CC(=O)N(CC(O)C(F)(F)F)CC(C)(C)C2)cc1 (stereo not given)	-0.8	4.3	1.3
CCC(NCC(=O)Nc1ccc(Cl)c(OC)c1)c1ccnn1C (stereo not given)	x	-5.1	-1.7
COc1ccc2nc(N(CCn3cccn3)C(=O)c3ccc4c(c3)OCCO4)sc2c1	-9.4	-3.6	-21.7
COc1cc(C(=O)NCCSCc2ccco2)ccc1OC(C)C	x	-0.5	8.9
COc1cc2ccccc2cc1C(=O)Oc1cccc2ccc(C)nc12	-5.2	-7.3	-5.0
COc1cccc(CN2Cc3cc(NC(=O)OCc4ccccc4)ccc3OC(C)C2=O)c1OC (stereo not given)	x	-7.3	5.7
COc1ccc(C(=O)N2CCN(c3cccc(Br)c3)C(=O)C2C)cc1 (stereo not given)	x	-6.7	0.3
COc1cccc(CO[C@]2(C(=O)NCC3CC3)CC(OCc3cccc(Cl)c3)[C@@H]3OC(C)(C)O[C@@H]3C2)c1 (stereo not given in full)	-2.7	-1.0	-6.9
COc1ccc(/C=C2\SC(=O)N(CC(=O)NNC(=O)c3ccccc3O)C2=O)cc1	-3.5	-1.6	3.3
COc1ccc2nc3c(nc2c1)-c1cccc2cccc-3c12	x	-2.5	1.5
CCOC(=O)c1cc(-c2cccc(NC(=O)c3c(C)noc3C)c2)n(-c2ccccc2OC)n1	-6.7	-3.8	31.8
COc1ccc(-c2ccc(C(C)O)cc2)c2cccnc12 (stereo not given)	x	-2.4	1.0
COc1ccc(Br)cc1S(=O)(=O)NNC(=O)c1cccn1C	-4.4	-10.7	-7.8
